From PubChem
RBBP9 inhibitor: human RBBP9 hydrolase inhibition | inhibition, % at 7.94 µM | actives 0.2% (n = 220,000) | O75884 | AID 1515 | recombinant RBBP9, FP-Rh probe fluorescence polarization;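 active means inhibition above the campaign mean of all tested compounds plus 3 SD, cut at about 14% in these data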;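 further: plate controls were DMSO wells with RBBP9 for no effect and wells lacking RBBP9 protein for full effect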
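Measured by: FP readout at 525/598 nm; material: recombinant human RBBP9; also added: Serine-hydrolase probe FP-Rh, 375 nM pre-mixing; medium: Tris buffer pH 8.0, NaCl, Pluronic; replication: one well per compound; doses: one concentration, 7.94 µM nominal, 0.794% DMSO; timing: preincubation 30 min plus labeling 45 min at 25 °C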
Runt-SMMHC FRET: Runt domain-CBFb-SMMHC interaction inhibition | Cerulean-Runt/Venus-CBFb-SMMHC FRET ratio 530/480, 1 h | inhibition, % at 20 µM | actives 0.74% (n = 220,000) | AID 1434;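 active means mean inhibition across duplicate retests at 20 µM reaching about 50%, limit read from the data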;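 further: 0% = DMSO wells and 100% = wells with excess untagged CBFb-SMMHC; inhibitors lower the FRET ratio by blocking Runt binding to CBFb-SMMHC; some results filed as inactive read as strong as hits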
Target sequence (Q01196 whole entry, looked up, the tested form may be a part): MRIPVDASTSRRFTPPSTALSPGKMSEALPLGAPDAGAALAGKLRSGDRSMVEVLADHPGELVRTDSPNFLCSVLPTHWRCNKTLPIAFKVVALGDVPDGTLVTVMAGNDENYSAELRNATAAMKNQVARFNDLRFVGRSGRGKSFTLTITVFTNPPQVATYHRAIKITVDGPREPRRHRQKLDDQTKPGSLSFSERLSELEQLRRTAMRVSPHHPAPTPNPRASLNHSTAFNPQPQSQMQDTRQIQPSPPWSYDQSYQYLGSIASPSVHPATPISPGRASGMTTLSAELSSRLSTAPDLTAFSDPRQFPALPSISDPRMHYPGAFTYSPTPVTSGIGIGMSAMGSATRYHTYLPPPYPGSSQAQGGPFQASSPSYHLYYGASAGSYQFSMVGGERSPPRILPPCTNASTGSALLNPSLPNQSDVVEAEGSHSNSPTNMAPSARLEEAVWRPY
Target sequence (Q13951 whole entry, looked up, the tested form may be a part): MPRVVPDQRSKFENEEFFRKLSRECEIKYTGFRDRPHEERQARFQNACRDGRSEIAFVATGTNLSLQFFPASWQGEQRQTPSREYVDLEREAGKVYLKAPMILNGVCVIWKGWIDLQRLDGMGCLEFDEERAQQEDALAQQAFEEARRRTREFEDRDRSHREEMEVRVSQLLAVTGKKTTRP
p97 inhibitor: human p97 ATPase inhibition. AID 1481. P55072. recombinant p97 ATPase, Kinase-Glo ATP luminescence, 3 h. inhibition, % at 8 µM. actives 0.42% (n = 220,000); in the data active means inhibition above about 15%;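 further: 0% = DMSO vehicle and 100% = wells lacking enzyme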
Mdm2 ligase inh: blocks human Mdm2 ubiquitin ligase activity; Q00987; cell-based MDM2 ubiquitination luciferase reporter, 2 h; 0 = plate control, 100 = twice control, blank-subtracted; signal enhancement, % at 5 µM; actives 0.11% (n = 210,000); AID 1230;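 active means signal enhancement of 30% or more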;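 further: luminescence tracks abundance of the self-degrading MDM2-luciferase fusion protein; higher signal means inhibition of MDM2 E3 ligase activity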
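test system = mammalian cells stably expressing self-ubiquitinating, self-degrading MDM2 E3–luciferase fusion | quantity = 2000 cells/well | incubation = cell settling 4 h, compound treatment 2 h, both 37 °C | signal = luminescence with SteadyLite reagent, 15 min at room temperature | evaluation = % enhancement relative to plate controls after blank subtraction | benchmarks = plate controls and plate blanks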
NPY-Y1 antag: blocks the human neuropeptide Y Y1 receptor | inhibition, % at 3.6 µM | P25929 | actives 1% (n = 200,000) | HEK293-CNG Y1 cells, membrane potential fluorescence; NPY at EC95, then isoproterenol;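 active means inhibition above the campaign mean inhibition of all tested compounds plus 3 SD, cut at about 20% in these data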;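 further: 0% = DMSO wells given NPY plus isoproterenol and 100% = isoproterenol alone without NPY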
Target sequence (P25929 whole entry, looked up): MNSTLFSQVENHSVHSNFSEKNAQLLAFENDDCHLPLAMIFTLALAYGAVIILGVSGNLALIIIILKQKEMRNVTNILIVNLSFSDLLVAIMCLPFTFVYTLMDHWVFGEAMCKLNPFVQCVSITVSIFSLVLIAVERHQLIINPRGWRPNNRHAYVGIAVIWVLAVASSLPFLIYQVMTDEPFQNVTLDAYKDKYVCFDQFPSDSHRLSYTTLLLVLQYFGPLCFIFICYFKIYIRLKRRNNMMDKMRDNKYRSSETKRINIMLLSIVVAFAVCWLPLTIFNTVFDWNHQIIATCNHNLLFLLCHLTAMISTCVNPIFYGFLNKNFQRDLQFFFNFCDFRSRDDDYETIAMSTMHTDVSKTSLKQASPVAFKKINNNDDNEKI
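Material: HEK293 cells co-expressing NPY Y1 receptor and cyclic-nucleotide gated channel. Timing: compound incubation 1 h at room temperature, readout 45 min post-stimulation. Signal: fluorescence, membrane potential probe.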
NPY1 pot ag: potentiators or agonists of human neuropeptide Y receptor Y1. actives 0.37% (n = 220,000). activation, % at 3.6 µM. NPY-Y1 expressing cells, potentiator/agonist activation. P25929; in the data active means activation above about 33%, passing the limit was not always enough;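 further: cells stimulated with NPY at EC10 then isoproterenol at EC100; 0% = low agonist plus stimulus and 100% = saturating agonist plus stimulus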
Runt-CBFb FRET: Runt domain-CBFb interaction inhibition; Cerulean-Runt/Venus-CBFb FRET ratio 530/480, 1 h; actives 0.46% (n = 220,000); Q01196+Q13951; inhibition, % at 20 µM;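 active means inhibition over about 50% at 20 µM in the single-dose screen, limit read from the data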;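 further: 0% = DMSO wells and 100% = excess unlabeled CBFb competitor control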
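Reagent – Venus-CBFb binding partner, 100 nM · Assay system – Cerulean-tagged RUNX1 Runt domain (FRET donor) fusion protein · Input – 100 nM per protein · Incubation – two 1 h room-temperature incubations shielded from light · Measured by – FRET fluorescence · Medium – Tris buffer pH 7.5 with salts and BSA · Benchmarks – unlabeled CBFb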
Hck-Nef inh: blocks Nef-activated human Hck kinase; actives 0.68% (n = 220,000); inhibition, % at 20 µM; P08631; Recombinant Hck-YEEI plus Nef, Z-Lyte FRET kinase assay;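 active means Hck-Nef kinase inhibition above about 50%, limit read from the data; inactive means inhibition below that limit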;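 further: 0% = DMSO with Hck plus Nef and 100% = Hck alone without Nef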
NPY-Y2 PAM-ag: human NPY-Y2 potentiation or agonism, primary screen | P49146 | cells expressing NPY-Y2, potentiator/agonist read-out | activation, % at 3.6 µM | actives 0.45% (n = 220,000); in the data active means activation above about 27%;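 further: cells stimulated with NPY near EC25 plus isoproterenol at EC100; 0% = vehicle plus submaximal agonist and 100% = vehicle plus saturating agonist; some results beyond the cut were filed as inactive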
Numbers without * were called inactive; / = no result given.

SMILES	RBBP9 inhibitor	Runt-SMMHC FRET	p97 inhibitor	Mdm2 ligase inh	NPY-Y1 antag	NPY1 pot ag	Runt-CBFb FRET	Hck-Nef inh	NPY-Y2 PAM-ag
COc1cc(NS(=O)(=O)c2ccc(NC(=S)NC(=O)c3sc4ccccc4c3Cl)cc2)nc(OC)n1	-6.9	-5.9	7.1	-8.2	3.2	-10.7	6.3	62.9*	-1.1
NC(=O)c1ccc(NC(=O)COC(=O)c2cccc(Oc3ccccc3)c2)cc1	-8.5	-1.7	-1.0	-10.1	-2.5	14.7	4.2	0.8	-5.0
CC(C)(C)NC(=O)NC(=O)CN1CCc2ccccc21	2.8	-3.6	6.1	-2.3	-2.6	12.6	0.6	11.8	-0.2
CN(C)c1nc(NC(C)(C)C)nc(NC(C)(C)C)n1	-1.5	-0.5	3.8	-25.2	-1.9	4.4	-2.5	3.9	-9.8
c1nnc2c3c4c(sc3ncn12)CCC4	-4.2	1.8	-4.2	-28.6	1.5	-7.5	1.9	-2.6	-3.2
O=C1Oc2ccccc2C(=O)/C1=C/N1CCN(c2ccccc2F)CC1	-2.6	1.6	10.1	-8.6	1.2	-0.3	0.6	24.8	6.5
CC(=O)N/N=C/c1cc(C)n(-c2ccc(Br)cc2)c1C	2.2	3.6	-2.5	-1.2	-1.6	-14.2	0.2	0.4	-3.5
CCC(C)c1ccccc1NC(=O)c1cc2cccc([N+](=O)[O-])c2[nH]1 (configuration not stated)	-5.0	-6.5	7.0	0.5	/	25.6	3.3	15.3	1.5
Cc1ccc(Cl)cc1NC(=O)COC(=O)C1CCCCC1	-13.0	-0.2	-4.0	-4.1	6.5	19.9	-2.1	1.5	3.0
COc1ccccc1CCNC(=O)CCSc1nc(-c2ccco2)cc(C(F)(F)F)n1	-6.8	-13.1	-2.1	/	12.1	-38.8	-6.7	7.5	-10.6
CCN1CCN(c2nc(-c3ccccc3)nc3ccccc23)CC1	-6.0	-1.0	2.6	1.1	21.1*	-36.4	-12.9	0.9	0.7
O=C(c1cnn2ccccc12)N1CCCc2ccccc21	-7.2	-2.7	-1.4	-9.0	-1.5	-12.3	0.9	2.1	-11.4
O=c1[nH]nc(N2CCOCC2)c(=O)[nH]1	-0.7	0.8	4.6	-10.7	/	3.6	-0.4	2.4	8.8
CC(=O)c1ccc2c(c1)OCCOCCOCCO2	-9.1	0.2	4.2	-35.4	/	22.6	0.6	18.7	11.9
CCCn1cc([C@@H]2C[C@H]3CN(Cc4cccc(Cl)c4)C(=O)[C@]34CCCN24)c(C)n1	-11.3	-1.8	-6.5	-8.1	/	8.3	-1.2	17.3	25.6
CC[C@H](C)[C@@H]1NC(=O)c2cc([N+](=O)[O-])cc(F)c2NCCCC[C@@H](C(N)=O)NC(=O)[C@H](CCCCN)NC1=O	-8.4	-2.0	4.1	/	-4.0	-18.0	-0.6	-3.1	14.8
C#CCOCCOCCOCCNc1nc(N2CCN(C(=O)[C@H]([C@@H](C)O)n3cc(CCCCN)nn3)CC2)nc(N2CCN(C(=O)[C@H]([C@@H](C)CC)n3cc(CCCN=C(N)N)nn3)CC2)n1	-7.6	-0.4	-2.1	/	4.0	-20.0	-0.6	1.8	-0.5
O=C(NCCCn1ccnc1)c1cccc(S(=O)(=O)N2CCCCCC2)c1	0.0	3.1	2.8	-8.5	-7.2	-15.7	1.5	2.2	11.4
Cn1c2ccccc2c2c(C(=O)NCCCN3CCCC3=O)cn(C3CCCCC3)c(=O)c21	0.1	1.0	1.8	-1.6	4.6	21.2	2.5	2.7	-0.1
CC(C)C(=O)NC(=S)Nc1c(Cl)ccc2nsnc12	-7.1	-1.5	6.8	-9.5	/	16.2	0.9	20.8	5.1
Cn1c(CN2CCN(c3ccc(Cl)cc3)CC2)nc2ccccc21	-5.5	4.5	0.3	/	4.3	8.8	-2.7	2.1	4.7
COc1cc(/C=N\NC(=O)c2ccc(C)nc2)ccc1OC(=O)c1ccco1	-7.4	-2.7	2.7	-1.7	-4.7	3.8	2.4	5.4	7.0
Clc1ccc(Cn2ncc3c(N4CCCC4)ncnc32)cc1	3.6	-5.3	-0.7	0.8	0.7	-38.1	0.2	6.8	-13.8
O=C(OCc1cc([N+](=O)[O-])cc2c1OCOC2)c1ccc2ccccc2n1	-3.7	-3.4	1.6	-5.7	3.1	5.7	-1.2	-0.5	-5.3
c1ccc(COC2CCCN(Cc3nc(Cc4ccccc4)no3)C2)cc1 (configuration not stated)	0.4	-2.0	0.8	-22.1	9.7	-4.7	0.8	-11.6	-19.9
O=S1(=O)CCC(N=Cc2ccc(-c3ccc(Cl)cc3)o2)C1 (configuration not stated)	0.7	-9.8	3.3	-9.1	0.5	11.1	14.7	25.2	-10.3
Cc1cc(C)n(C(=O)c2cc3ccccc3c(=O)o2)n1	-4.5	3.1	8.0	-8.4	-0.6	-2.5	-0.5	-1.3	11.3
CCN1CCN(c2cc(C)c3cc(NC(=S)N4CCC5(CC4)OCCO5)ccc3n2)CC1	0.3	5.4	0.9	-10.6	3.9	-7.2	-0.2	27.1	3.1
CCn1c(Cn2nnc(-c3ccccc3)n2)nnc1SCC(=O)Nc1ccccc1	-8.6	0.6	-7.3	-23.7	-0.4	-9.1	0.0	0.4	-30.8
COc1c2c(cc3oc(C)cc(=O)c13)OC(C(C)(C)OC1OC(CO)C(O)C(O)C1O)C2 (configuration not stated)	-8.5	1.3	1.5	/	0.9	-2.9	0.2	0.3	-7.1
O=[N+]([O-])c1ccccc1S(=O)(=O)N1CCN(CC2CC=CCC2)CC1 (configuration not stated)	-2.2	2.7	-2.0	3.6	-4.4	8.2	-1.5	3.7	4.1
COc1cccc(Nc2nnc(SCC(=O)N3CC(=O)Nc4ccccc43)s2)c1	-2.1	2.8	5.8	/	/	-4.6	1.9	36.9	-5.8
Cc1cccc(C)c1OCc1nnc(SCC(=O)Nc2nccs2)o1	2.8	1.2	6.6	-14.7	1.1	-5.1	-3.1	0.4	-3.5
COc1cccc(Cn2c(OCC3CCCO3)nc3c2c(=O)n(C)c(=O)n3C)c1 (configuration not stated)	0.1	-6.5	3.4	10.5	6.0	4.1	-0.4	3.2	5.0
Fc1cccc(Cl)c1CNCc1ccccc1Cl	-2.5	1.8	4.5	-15.0	6.1	1.2	0.5	-17.2	-20.0
C=CCn1c(SCc2csc(C)n2)nc2sc3c(c2c1=O)CCC(C)C3 (configuration not stated)	-1.7	-1.0	-4.0	-13.5	4.4	-7.4	-8.9	-11.3	-19.2
Cc1nn(C)c(C)c1S(=O)(=O)N(CC(=O)N1CCc2ccccc2C1)c1ccc(C(C)C)cc1	-2.4	-4.1	-5.0	-8.5	-2.3	0.7	-13.2	-0.4	3.3
Cc1ccc(NC(=O)CCC(=O)N/N=C/C=C/c2ccccc2)cc1	-6.1	-0.4	4.0	-6.2	3.4	9.6	3.0	2.2	19.1
COc1ccc(C(=O)NCc2cccnc2)cc1S(=O)(=O)N1CCCc2ccccc21	-4.2	1.9	1.7	-7.9	4.9	4.9	0.4	21.2	-2.7
CC(C)OC(=O)CSc1nnnn1-c1ccc2c(c1)OCCO2	2.8	-1.3	3.3	-19.8	10.4	-19.3	-0.6	-0.9	-10.8
O=c1c2cc(N3CCOCC3)ccc2[nH]c(=S)n1Cc1ccccn1	14.9*	-13.6	4.2	-15.5	2.7	-1.2	16.6	-5.0	5.6
CCNC(=O)COc1ccc(CC)cc1	-3.4	-0.6	5.7	-1.7	-0.5	2.8	-0.8	4.7	4.7
Cc1ccc2cc(CN(Cc3cccs3)Cc3nnnn3CC3CCCO3)c(=O)[nH]c2c1C (configuration not stated)	-0.9	-1.0	-2.1	-6.0	-0.8	-32.9	-5.6	1.1	-3.1
O=C(COC(=O)c1cncc(Br)c1)NCc1ccc(Cl)cc1	-6.0	-7.8	-6.9	-20.6	/	-4.9	-1.9	2.0	0.8
CCOC(=O)C1CCCN(C(=O)CCc2ccccc2)C1 (configuration not stated)	-1.3	-0.7	0.6	5.5	3.8	-0.6	0.1	13.2	11.0
COc1cccc(N(Cc2nnc3n2CCCCC3)C(=O)Nc2ccccc2)c1	-4.1	4.2	-0.5	-7.5	1.1	11.4	-0.7	18.0	0.4
COc1nc(C)nc2c1ccc1ccccc12	0.0	0.0	2.8	-2.3	7.2	-8.0	-0.3	0.9	4.2
CCN(CC)S(=O)(=O)N1CCC(C(=O)NC(C)CCc2ccccc2)CC1 (configuration not stated)	-2.2	1.2	0.9	-2.6	0.8	-27.1	-0.2	0.6	-14.5
CN(CC/C=C1/c2ccccc2CSc2ccccc21)CCCO	-5.4	3.7	-1.1	-1.5	4.4	-20.8	-2.4	1.5	-8.1
CC1Sc2n(c3ccccc3[n+]2C)N=C1c1ccccc1 (configuration not stated)	5.9	3.8	5.3	-11.6	-6.7	7.4	2.8	0.4	0.1
COc1ccc(NC(=S)Nc2ccc3nsnc3c2)cc1	-3.9	-62.3	37.6*	2.1	4.0	-5.4	19.3	6.6	3.1
C#CCOCCOCCOCCNc1nc(N2CCOCC2)nc(N2CCN(C(=O)[C@H]([C@@H](C)CC)n3cc(CCCCN)nn3)CC2)n1	7.5	-1.1	3.3	/	1.3	-21.4	-2.2	-4.8	5.3
O=C(c1ccc2c(c1)OCO2)C1CCCN(Cc2cccn2-c2cccnc2)C1 (configuration not stated)	-1.5	-2.6	-3.3	-0.4	4.4	6.6	0.8	4.5	0.2
CCCC(=O)Nc1sc2c(c1C(=O)OCC)CC(C)(C)OC2	-1.3	/	-1.4	-6.6	7.2	-2.7	/	13.8	-3.4
CCOC(=O)CCCCC(=O)c1[nH]c(=O)[nH]c1C[n+]1ccccc1	-2.2	-3.1	-2.0	-10.9	4.3	2.0	-2.0	-8.4	-1.5
COc1cccc(-n2nc(C#N)c(Cl)cc2=O)c1	-3.6	2.4	11.7	-17.1	3.6	9.0	8.0	20.1	11.0

The order is random; any-hit rate near 3.5%.
